From PubChem
uPA surface inh: cell surface uPA generation inhibition | Potency, µM (series often up to 38.3 µM), for inactives: at the top dose activity change, negative = inhibition, hits mostly inhibitors | cell surface uPA generation assay, qHTS | AID 540303 | hit rate 0.31% among 330,000; active means well fitted inhibition curve with a large enough effect; inconclusive means small, poorly fitted or top-dose-only effect; inactive means no such curve, though single readings can be large or run the other way; tested in mouse RAW 264.7 cells; further: potency means the concentration at half of the fitted maximal effect; nearly all actives have a fitted effect of over 55% in size
hERG WT inh: blocks the wildtype human KCNH2 potassium channel; Q12809; U2OS, BacMam KCNH2, thallium flux FluxOr; active compounds read low; activity change, % at 1.84 µM; hit rate 0.37% among 340,000; AID 720551;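 active means maximum activity change below -70%; inconclusive means maximum activity change between -70% and -50%; inactive means maximum activity change above -50%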
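U2OS cells were transduced with wild-type KCNH2 virus (2.03 x 10^8 / mL) for 4 h at room temperature, then cultured overnight at 37 C. Thallium flux was read with FluxOr dye. Rate constants were normalized to DMSO controls.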
USP2a inh: blocks human ubiquitin-specific protease USP2a; O75604; USP2 core, Ub-CHOP2 coupled fluorogenic reporter, 485/531; Potency, µM (titrated, usually from 38.3 µM), inactives show top-dose activity change, negative = inhibition, usual class: inhibitors; hit rate 0.01% among 330,000;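 further: potency means the concentration at half of the fitted maximal effect; plate controls were DMSO wells for no effect and full inhibition by NEM control for full effect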
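Cell-free coupled assay: 10nM USP2 core preincubated 30min RT with compound in Tris-HCl pH 8.0/CaCl2/CHAPS buffer, then 25nM Ub-CHOP2 and 25nM reporter substrate; fluorescence (Ex 485/Em 531) read after 60min RT, normalized to NEM inhibition, concentration-response curves fitted.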
BCR signal inh: blocks chronic active B-cell receptor signaling. hit rate 0.05% among 340,000. AID 493014. ABC-DLBCL IkBa-CBG/CBR reporter, luminescence ratio, 4 h. Potency, µM (titrated, usually from 46.1 µM), without a hit: at the highest dose ratio change, negative = lower green/red ratio, hits mostly inhibitors; active means well fitted inhibition curve with a large enough effect in the signal ratio, with a control signal flat, not every such curve was filed as active; inconclusive means small, poorly fitted or top-dose-only effect, or effect the other way, or a change in a side signal; the % refers to the signal ratio;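 further: potency means the concentration at half of the fitted maximal effect; plate controls were basal doxycycline-induced cells for no effect and cells given 10 µM MG132 for full effect; MG132 reads +100%, hits lower the ratio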
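TMD8 ABC-DLBCL cells carrying doxycycline-inducible green luciferase fused to IkappaBalpha plus unfused red luciferase were exposed to compounds (up to 46 uM) for 4 hrs at 37C. Activity came from the overlap-corrected green/red luminescence ratio.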
Eya2 phos inh: Eya2 (human) phosphatase inhibition; AID 488837; Potency, µM (top dose mostly 76.9 µM), for inactives: at the top dose activity, negative = inhibition, hits mostly inhibitors; recombinant Eya2, OMFP fluorescence dephosphorylation (OMFP is methylfluorescein phosphate); O00167; hit rate 0.006% among 330,000; further: potency means the concentration at half of the fitted maximal effect
Target sequence (O00167 whole entry, looked up): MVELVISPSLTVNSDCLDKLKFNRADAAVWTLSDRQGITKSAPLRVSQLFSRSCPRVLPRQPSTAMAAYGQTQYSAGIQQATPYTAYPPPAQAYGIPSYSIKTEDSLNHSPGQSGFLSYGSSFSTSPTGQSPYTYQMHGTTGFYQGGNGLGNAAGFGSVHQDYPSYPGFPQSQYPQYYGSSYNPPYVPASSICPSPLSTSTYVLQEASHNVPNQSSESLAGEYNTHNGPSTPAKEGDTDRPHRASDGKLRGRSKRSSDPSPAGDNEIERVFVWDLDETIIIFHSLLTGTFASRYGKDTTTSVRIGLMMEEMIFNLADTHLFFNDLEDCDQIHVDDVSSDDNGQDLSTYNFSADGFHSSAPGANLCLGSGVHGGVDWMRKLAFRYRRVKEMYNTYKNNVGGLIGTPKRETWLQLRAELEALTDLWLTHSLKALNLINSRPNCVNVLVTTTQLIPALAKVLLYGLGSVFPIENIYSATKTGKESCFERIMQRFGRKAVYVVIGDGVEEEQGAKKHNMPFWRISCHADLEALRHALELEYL
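Eya2 (0.2 uM) preincubated 10 min at ambient with compound, then OMFP substrate added at 50 uM; 10 min reaction in 50 mM HEPES pH 7.5, 50 mM NaCl, 5 uM MgCl2, 0.05% BSA, 1 mM DTT. Fluorescence read at Ex 485/Em 525 nm.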
Giardia kill: kills Giardia lamblia. activity change, % at 7.66 µM, hits read low. AID 540267. Giardia lamblia trophozoite viability. hit rate 0.15% among 340,000; in the data active means activity change below about -80%; inconclusive means between about -30% and that limit;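 further: parasites exposed to compound for two days anaerobically before the ATP read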
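Viability, read as ATP luminescence: trophozoites at 100 cells/well, compound added, 48 hrs anaerobic at 37 deg C, then 15-30 min room-temperature development before reading.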
PKM2 act: PKM2 (human) enzyme activation | purified PKM2, Kinase-Glo ATP luminescence, activation; response scale: 0% is enzyme alone, no compound | Potency, µM (titrated, usually from 57.5 µM), without a hit: at the top dose activation, usual class: activators | hit rate 0.34% among 260,000; further: potency means the concentration at half of the fitted maximal effect; nearly all actives have a fitted effect of over 55% in size
Target sequence (P14618 whole entry, looked up): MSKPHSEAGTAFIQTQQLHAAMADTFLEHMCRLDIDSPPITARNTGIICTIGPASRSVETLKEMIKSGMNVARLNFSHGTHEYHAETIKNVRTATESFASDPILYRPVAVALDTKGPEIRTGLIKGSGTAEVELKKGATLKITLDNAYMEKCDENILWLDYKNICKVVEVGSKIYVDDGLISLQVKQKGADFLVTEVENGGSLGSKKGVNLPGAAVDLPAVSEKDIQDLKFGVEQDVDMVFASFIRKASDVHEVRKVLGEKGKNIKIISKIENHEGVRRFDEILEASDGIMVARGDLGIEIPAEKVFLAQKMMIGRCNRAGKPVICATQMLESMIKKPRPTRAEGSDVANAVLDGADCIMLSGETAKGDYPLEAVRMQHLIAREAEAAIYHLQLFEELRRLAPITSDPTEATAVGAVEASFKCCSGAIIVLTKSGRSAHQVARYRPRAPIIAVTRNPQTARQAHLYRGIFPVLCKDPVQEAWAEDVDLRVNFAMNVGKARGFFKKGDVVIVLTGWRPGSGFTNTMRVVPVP
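ATP formation by purified human PK-M2, quantified via coupled luciferase luminescence after 1 h at room temperature with 0.1 mM ADP and 0.5 mM PEP final.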
B2AR arrestin: beta2AR (human) beta-arrestin recruitment activity | P07550 | beta-arrestin recruitment to beta2AR, cell-based reporter | Potency, µM (top dose mostly 46.1 µM), without a hit: at the highest dose activation, hits mostly activators | hit rate 0.02% among 330,000 | AID 492947;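 further: potency means the concentration at half of the fitted maximal effect; 0% = DMSO controls and full agonism = EC100 isoproterenol or metaproterenol; nearly all actives have a fitted effect of over 65% in size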
GALK inhibitor: galactokinase (human) inhibition; P51570; AID 1868; hit rate 0.007% among 270,000; Potency, µM (series often up to 57.5 µM), for the others: at the highest dose activity change, negative = inhibition, hits mostly inhibitors; Purified GALK, Kinase-Glo residual ATP luminescence; further: potency means the concentration at half of the fitted maximal effect
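ATP-depletion format; final 35 uM ATP, 100 uM D-galactose, 5 nM enzyme; pH 8.0 HEPES/Mg2+ buffer; 60 min RT; luminescence read 10 min after detection reagent.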
KCNH2 3.1 inh: blocks the human KCNH2 3.1 channel isoform; U2OS KCNH2 3.1, thallium flux FluxOr; active compounds read low; activity change, % (tested at about 1.8 µM); hit rate 0.95% among 340,000; AID 720553;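 active means maximum activity change below -70%; inconclusive means maximum activity change from -70% to -50%; inactive means maximum activity change above -50%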;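 further: thallium influx rate constant from kinetic fluorescence after stimulation buffer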
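U2OS cells transduced with KCNH2 3.1 mutant virus (1.77 x 10^8 /mL, 4 h), plated overnight at 37 C, loaded 45 min with FluxOr dye plus Red40 quencher. Thallium flux rate constant from kinetic reads after stimulation buffer, normalised to controls.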
FBPA coupling cs: coupling enzyme interference in Giardia aldolase counter-screen. coupling enzyme system counterscreen, AmpLite Red fluorescence. activity change, negative = inhibition, % at 58.2 µM, hits read low. hit rate 0.67% among 290,000. AID 2472; in the data active means activity change below about -30%
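Coupling enzymes only (glyceraldehyde-3-phosphate) + compound, at 57.5 uM final, 10 min RT; add substrate/coupling/AmpLite Red mix, 20 min RT; fluorescence ex 525/em 598 nm. Actives flag coupling-system interference.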
An asterisk follows results filed as active; [ ] = dose if it differs, or a comment. Unless noted, the call rests on the fitted dose curve; in most records, active means well fitted curve in the direction sought with a large enough effect; inconclusive means small, poorly fitted or top-dose-only effect, or another doubt; inactive means no such curve, though single readings can be large; an effect the other way counts as inactive or inconclusive. Unless noted, on the % scale 0 is the no-effect control and ±100 the full control effect.

Screening O=C(COC(=O)C1(c2ccc(F)cc2)CCCC1)NCc1ccc2c(c1)OCO2 returned uPA surface inh 8%, hERG WT inh -3, USP2a inh 3%, BCR signal inh inconclusive, Eya2 phos inh -10%, Giardia kill -9, PKM2 act 2%, B2AR arrestin 0.2%, GALK inhibitor 0%, KCNH2 3.1 inh -5 and FBPA coupling cs 4.
For O=C(OCCN1CCOCC1)c1ccc2c(c1)OCCO2 the results were uPA surface inh 2%, hERG WT inh -15, Giardia kill 6, PKM2 act 2%, GALK inhibitor 2%, KCNH2 3.1 inh 18 and FBPA coupling cs 2.
`CCN1CCN(CC2COc3ccccc3O2)CC1` (configuration not stated) gave uPA surface inh 8%, hERG WT inh 2, USP2a inh 6%, BCR signal inh 3%, Eya2 phos inh 3%, Giardia kill -9, B2AR arrestin -0.5%, GALK inhibitor 3%, KCNH2 3.1 inh 4 and FBPA coupling cs -3.
`CCc1cccc(CC)c1-n1c(SCC(=O)N2CCCc3ccccc32)nc(O)cc1=O` gave uPA surface inh -8%, hERG WT inh 5, USP2a inh -1%, BCR signal inh 14%, Eya2 phos inh -1%, Giardia kill -3, B2AR arrestin -0.1% and KCNH2 3.1 inh 13.
CCOC(=O)c1cc2c(=O)n3ccccc3nc2n(Cc2ccco2)c1=NC(=O)c1ccccc1OC was read as uPA surface inh 2%, hERG WT inh -5, USP2a inh 0%, BCR signal inh 11%, Eya2 phos inh 18%, Giardia kill -8, B2AR arrestin 0.0%, GALK inhibitor 0%, KCNH2 3.1 inh -9 and FBPA coupling cs 1.
Screening CCN1C(=O)/C(=C2\SC(=S)N(c3c(C)n(C)n(-c4ccccc4)c3=O)C2=O)c2ccccc21 returned uPA surface inh -1%, hERG WT inh -17, USP2a inh 0%, BCR signal inh 3%, Eya2 phos inh -21%, Giardia kill 13, PKM2 act 1%, B2AR arrestin 0.1%, GALK inhibitor 0%, KCNH2 3.1 inh 18 and FBPA coupling cs -5.
Screening CCOC(=O)C1C(=O)NC(N2CCc3ccccc32)=NC1c1ccccc1 (configuration not stated) returned uPA surface inh -2%, hERG WT inh 3, USP2a inh 2%, BCR signal inh inconclusive, Eya2 phos inh -4%, Giardia kill 2, PKM2 act -1%, B2AR arrestin 0.4%, GALK inhibitor 2%, KCNH2 3.1 inh -2 and FBPA coupling cs 1.
COc1cc2c(c(OC)c1OC)-c1c(cc3c(c1OC)OCO3)C1OC2[C@@H](C)[C@H]1C (some centres not stated) was read as uPA surface inh 15%, hERG WT inh -17, USP2a inh 13%, BCR signal inh -9%, Eya2 phos inh -14%, Giardia kill -19, PKM2 act 0%, B2AR arrestin -0.3%, GALK inhibitor 0%, KCNH2 3.1 inh -18 and FBPA coupling cs -9.
`Cc1cc(C(=O)OCC(=O)N2CCN(c3ccccc3)CC2)c2ccccc2n1` gave uPA surface inh -5%, hERG WT inh 54, USP2a inh -2%, BCR signal inh -2%, Eya2 phos inh 2%, Giardia kill 7, PKM2 act 0%, B2AR arrestin -0.5%, GALK inhibitor 6%, KCNH2 3.1 inh -9 and FBPA coupling cs 2.
Cc1ccc(C2/C(=C(/O)c3ccc(Br)cc3)C(=O)C(=O)N2Cc2ccco2)o1 (configuration not stated) was read as uPA surface inh -1%, hERG WT inh -17, USP2a inh -5%, BCR signal inh 8%, Eya2 phos inh -5%, Giardia kill -11, PKM2 act inconclusive, B2AR arrestin -0.1%, GALK inhibitor -2%, KCNH2 3.1 inh 3 and FBPA coupling cs -27.
Screening CN(Cc1ccc(F)cc1)C(=O)C(c1ccccc1)c1ccccc1 returned uPA surface inh 3%, hERG WT inh -9, USP2a inh -7%, BCR signal inh 8%, Eya2 phos inh -3%, Giardia kill 13, PKM2 act -8%, B2AR arrestin -1.0%, GALK inhibitor -2%, KCNH2 3.1 inh 1 and FBPA coupling cs 0.
Screening CC(=O)Nc1ccc(C(=O)CSc2nccc(=O)[nH]2)cc1 returned uPA surface inh 0%, hERG WT inh -4, USP2a inh -1%, BCR signal inh inconclusive, Eya2 phos inh -1%, Giardia kill -5, PKM2 act -8%, B2AR arrestin -0.3%, GALK inhibitor -1%, KCNH2 3.1 inh -7 and FBPA coupling cs 4.
For N#C/C(=C\c1ccc(-c2ccccc2)cc1)c1nc(-c2ccco2)cs1 the results were uPA surface inh 5%, hERG WT inh -1, USP2a inh 1%, BCR signal inh inconclusive, Eya2 phos inh -7%, Giardia kill 1, PKM2 act -1%, B2AR arrestin 0.2%, GALK inhibitor 1%, KCNH2 3.1 inh -42 and FBPA coupling cs 1.
Screening Cc1ccccc1OCC(=O)Nc1nc(-c2ccncc2)cs1 returned uPA surface inh -4%, hERG WT inh -17, USP2a inh 4%, BCR signal inh inconclusive, Eya2 phos inh -5%, Giardia kill 13, B2AR arrestin 0.0% and KCNH2 3.1 inh 7.
Screening COc1ccccc1-c1nc2cc3ccccc3cc2nc1-c1ccccc1OC returned uPA surface inh 1%, hERG WT inh 10, USP2a inh -7%, BCR signal inh -5%, Eya2 phos inh -15%, Giardia kill -4, PKM2 act -21%, B2AR arrestin -0.7%, GALK inhibitor 0%, KCNH2 3.1 inh 7 and FBPA coupling cs -28.
Cc1cccc2sc(NC(=O)CNS(=O)(=O)c3ccc(Br)s3)nc12 was read as hERG WT inh 9, USP2a inh 2%, BCR signal inh inconclusive, Eya2 phos inh -3%, Giardia kill 10, PKM2 act -3%, B2AR arrestin -0.4%, GALK inhibitor 1%, KCNH2 3.1 inh -8 and FBPA coupling cs -5.
For CCC(=Nc1ccc(N)cc1)C1=C(O)C(C(=O)OC)C(C)(C)CC1=O (configuration not stated) the results were uPA surface inh -4%, hERG WT inh -20, USP2a inh -1%, BCR signal inh 4%, Eya2 phos inh -3%, Giardia kill 2, PKM2 act 11%, B2AR arrestin -0.5%, GALK inhibitor -6%, KCNH2 3.1 inh 2 and FBPA coupling cs -48*.
`COc1ccc(N(CCC#N)S(=O)(=O)c2cccc3nsnc23)cc1` gave uPA surface inh -3%, hERG WT inh -3, USP2a inh -1%, BCR signal inh -4%, Eya2 phos inh -2%, Giardia kill -11, PKM2 act -2%, B2AR arrestin -0.2%, KCNH2 3.1 inh -17 and FBPA coupling cs 5.
Screening CC1=Nc2cc(C(=O)NCCCOC(C)C)ccc2Sc2ccccc21 returned uPA surface inh -3%, hERG WT inh 12, USP2a inh -1%, BCR signal inh inconclusive, Eya2 phos inh -10%, Giardia kill -8, PKM2 act 4%, B2AR arrestin 0.1%, GALK inhibitor -2%, KCNH2 3.1 inh -13 and FBPA coupling cs 4.
For CNc1c(NS(=O)(=O)c2ccc(Cl)s2)c(=O)oc2ccccc12 the results were uPA surface inh -10%, hERG WT inh 4, USP2a inh 4%, BCR signal inh 4%, Eya2 phos inh 6%, Giardia kill -17, PKM2 act 1%, B2AR arrestin -0.9%, GALK inhibitor 6%, KCNH2 3.1 inh -2 and FBPA coupling cs 1.
For Cn1c(=O)n(/N=C/c2ccccc2)c2ccccc21 the results were uPA surface inh -4%, hERG WT inh 24, USP2a inh 1%, BCR signal inh inconclusive, Eya2 phos inh -6%, Giardia kill 13, PKM2 act 1%, B2AR arrestin inconclusive, GALK inhibitor -2%, KCNH2 3.1 inh -2 and FBPA coupling cs 0.
`COc1ccc(OCC(=O)N/N=C/c2ccc(N(C)C)cc2)cc1` gave uPA surface inh -4%, hERG WT inh 9, USP2a inh 3%, BCR signal inh inconclusive, Eya2 phos inh 3%, Giardia kill -6, PKM2 act -7%, B2AR arrestin 0.4%, GALK inhibitor -2% and FBPA coupling cs 1.
For COc1ccc(-c2c(-c3ccc(S(C)(=O)=O)cc3)sc3ccc(OC)cc23)cc1 the results were uPA surface inh 2%, hERG WT inh -2, USP2a inh -1%, BCR signal inh -1%, Eya2 phos inh -20%, Giardia kill 34[activator], B2AR arrestin -0.2% and KCNH2 3.1 inh -28.
Screening O=C(NCC(=O)N(c1ccc(F)cc1)C(C(=O)NCC1CCCO1)c1ccccc1)c1ccco1 (configuration not stated) returned uPA surface inh -1%, hERG WT inh -3, USP2a inh 0%, BCR signal inh 4%, Eya2 phos inh -9%, Giardia kill 0, PKM2 act -2%, B2AR arrestin -0.3%, GALK inhibitor 1%, KCNH2 3.1 inh 21 and FBPA coupling cs 3.
Cc1cccc(NS(=O)(=O)c2cc(C(=O)N3CCCCCC3)ccc2C)c1 was read as uPA surface inh -1%, hERG WT inh 7, USP2a inh 1%, BCR signal inh 3%, Eya2 phos inh -2%, Giardia kill 4, PKM2 act 0%, B2AR arrestin -0.2%, GALK inhibitor -7%, KCNH2 3.1 inh -10 and FBPA coupling cs -2.
